Lung fibro prol: blocks proliferation of human lung fibroblasts. viability, % at 10 µM. LL 47 human lung fibroblast viability, ATP luminescence; active compounds read low. AID 719. 85,000 compounds, 1.1% hits;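 active means viability at or below 50% in the single dose screen; inactive means viability above 50%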;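 further: compound exposure lasted 72 h before the ATP readout; 100% = median luminescence of untreated cell-only wells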
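Test system: LL 47 human lung fibroblasts / Incubation: 72 h compound exposure at 37 °C after overnight plating / Technique: luminescent ATP detection, CellTiter-Glo / Compound dosing: 0.1% DMSO in all compound wells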
sEH inh: inhibitors of human soluble epoxide hydrolase. P34913. AID 707. recombinant human sEH enzymatic activity assay. 91,000 compounds, 0.34% hits. inhibition, % at 2 µM; in the data active means inhibition above about 80%; further: values of inactives mirror those of a sister screen read the other way; many of its hits are not listed in these tables
Target sequence (P34913 whole entry, looked up): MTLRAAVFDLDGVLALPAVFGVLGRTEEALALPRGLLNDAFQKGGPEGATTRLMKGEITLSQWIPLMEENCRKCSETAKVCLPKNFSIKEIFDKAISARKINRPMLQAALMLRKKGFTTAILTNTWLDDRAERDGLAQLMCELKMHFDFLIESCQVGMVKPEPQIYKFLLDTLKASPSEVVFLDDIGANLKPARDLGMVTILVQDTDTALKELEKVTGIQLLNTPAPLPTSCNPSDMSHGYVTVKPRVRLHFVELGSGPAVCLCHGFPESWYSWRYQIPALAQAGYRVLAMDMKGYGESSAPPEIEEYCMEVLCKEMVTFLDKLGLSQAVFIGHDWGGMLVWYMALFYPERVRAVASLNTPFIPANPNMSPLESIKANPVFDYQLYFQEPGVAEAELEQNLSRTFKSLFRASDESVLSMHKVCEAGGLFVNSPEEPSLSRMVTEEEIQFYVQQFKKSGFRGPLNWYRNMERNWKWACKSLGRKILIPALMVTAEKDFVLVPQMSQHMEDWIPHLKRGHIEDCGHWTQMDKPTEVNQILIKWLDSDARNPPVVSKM
PTPN22 act: activators of human LYP (PTPN22) phosphatase; Q9Y2R2; recombinant LYP, DiFMUP fluorescence; 0 = plate median, 100 = signal doubled; activation, % at 2 µM; 96,000 compounds, 0.11% hits; AID 697;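 active means activation at 2 µM above a set limit, the mean plus 5 SD, cut at about 37% in these data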
H69AR inhibit: growth inhibitors of human H69AR lung tumor cells | 85,000 compounds, 6% hits | H69AR lung tumor viability, ATP luminescence, 72 h; active compounds read low | viability, % at 10 µM | AID 598;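 active means viability at or below 40%; inactive means viability above 40%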;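 further: multidrug resistant small cell line overexpressing MRP-1 efflux transporter; 100% = mean luminescence of untreated control wells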
PostGolgi ctrl: yeast control strain growth, post-Golgi counter-screen. efflux-deficient yeast background strain, growth absorbance A615, 16 h. inhibition, % at 10 µM. 98,000 compounds, 5% hits. AID 738; in the data active means inhibition above about 30%
sEH activator: increases human soluble epoxide hydrolase activity; P34913; purified human sEH enzymatic activity, activator screen; activation, % at 2 µM; 91,000 compounds, 0.04% hits; in the data active means activation above about 37%; further: values of inactives mirror those of a sister screen read the other way
S1P2 agonist: agonists of human S1P2 receptor | S1P2-expressing cell line, agonist reporter read-out | 97,000 compounds, 0.46% hits | O95136 | activation, % at 4.5 µM | AID 729; in the data active means activation above about 16%;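 further: 0% = vehicle low control and 100% = maximal reference agonist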
Target sequence (O95136 whole entry, looked up): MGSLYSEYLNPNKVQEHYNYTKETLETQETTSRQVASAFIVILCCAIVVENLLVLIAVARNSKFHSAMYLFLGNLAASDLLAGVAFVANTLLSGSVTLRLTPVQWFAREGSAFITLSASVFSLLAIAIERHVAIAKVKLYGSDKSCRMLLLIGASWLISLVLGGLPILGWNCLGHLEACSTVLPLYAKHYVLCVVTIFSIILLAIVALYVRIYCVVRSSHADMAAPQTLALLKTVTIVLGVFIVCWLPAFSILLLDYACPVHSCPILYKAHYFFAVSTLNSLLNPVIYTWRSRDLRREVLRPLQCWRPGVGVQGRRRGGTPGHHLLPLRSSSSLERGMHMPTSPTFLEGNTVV
HUVEC prolif 384: blocks proliferation of human endothelial cells. viability, % at 10 µM (by protocol). HUVEC proliferation, CellTiter-Glo luminescence, 72 h; active compounds read low. AID 648. 86,000 compounds, 1.1% hits;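 active means viability at or below 30%; inactive means viability above 30%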;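 further: 100% = median luminescence of DMSO-only cell control wells on each plate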
S1P2 blocker: blocks the human S1P2 receptor | 97,000 compounds, 0.21% hits | cell-based S1P2 antagonist assay, inhibition at 5 uM | inhibition, % at 5 µM; in the data active means inhibition above about 45%;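 further: CRE beta-lactamase reporter cells expressing human S1P2 stimulated with S1P; 0% = agonist at EC80 alone and 100% = agonist plus reference antagonist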
* = called active by the depositor; x = not tested or not shown.

The first 2 compounds (preview)
SMILES	Lung fibro prol	sEH inh	PTPN22 act	H69AR inhibit	PostGolgi ctrl	sEH activator	S1P2 agonist	HUVEC prolif 384	S1P2 blocker
COc1ccccc1N(CC(=O)Nc1ccc2c(c1)OCCO2)S(C)(=O)=O	106	0	-3	94	2	0	-5	93	11
O=C(CN1CCN(c2ccc(F)cc2)CC1)N1CCC(Cc2ccccc2)CC1	101	-6	-2	89	31*	4	-7	90	-3

All compounds of this part, from the start:
SMILES	Lung fibro prol	sEH inh	PTPN22 act	H69AR inhibit	PostGolgi ctrl	sEH activator	S1P2 agonist	HUVEC prolif 384	S1P2 blocker
COc1ccccc1N(CC(=O)Nc1ccc2c(c1)OCCO2)S(C)(=O)=O	106	0	-3	94	2	0	-5	93	11
O=C(CN1CCN(c2ccc(F)cc2)CC1)N1CCC(Cc2ccccc2)CC1	101	-6	-2	89	31*	4	-7	90	-3
Cc1ccc(NC2c3ccccc3C(=O)N2CCN2CCOCC2)cc1 (configuration not stated)	99	-2	-1	90	-2	0	-4	100	4
O=C(Oc1ccc2c(c1)C(=O)c1ccccc1CO2)c1ccccc1	96	-5	-4	108	4	3	-1	83	-5
Cc1cc(NC(=O)COC(=O)COc2ccc(C(=O)c3ccccc3)cc2)no1	97	1	-4	91	8	-2	-11	103	7
CCOc1ccc(S(=O)(=O)Nc2ccccc2C(=O)NCC2CCCO2)cc1 (configuration not stated)	97	x	11	97	-7	x	-6	104	17
CC(NC(=O)OC(C)(C)C)C(=O)Oc1cc2oc(=O)cc(-c3ccccc3)c2cc1Cl (configuration not stated)	x	17	3	x	16	-15	-8	x	46
COc1ccc(-c2cc(C3CCN(c4cc(Cl)nc(N)n4)CC3)[nH]n2)cc1	x	-11	-2	x	42*	18	-12	x	6
COC(=O)c1ccccc1NC(=O)c1ccccc1NS(C)(=O)=O	97	-20	10	92	12	20	-2	101	-13
COc1ccccc1CN(C)C(=O)c1ccc2c(c1)NC(=O)CS2	x	6	2	x	-1	-5	-4	x	18
COc1cccc(C(=O)N(c2ccc(OC)cc2OC)C2C=CS(=O)(=O)C2)c1 (configuration not stated)	103	-3	-5	105	-2	4	-7	111	-8
Cc1ccc(C(=O)NNC(=O)CSc2nnc3c(n2)[nH]c2ccc(F)cc23)cc1	x	4	-28	x	3	-5	-5	x	21
Cc1nc(=O)c(-c2ccccc2)c(C)n1-c1ccc(C(=O)O)cc1	x	3	6	107	-6	-5	-3	83	29
COc1ccccc1CCNC(=O)c1cnn2c(C(F)F)cc(C)nc12	103	x	x	96	26	x	x	90	x
Cn1c(NC(=O)c2cccc(C(F)(F)F)c2)cc(=O)n(C)c1=O	92	8	12	85	9	-9	-2	101	-17
O=C1OC(c2cccs2)=N/C1=C\c1ccc(-c2cccc(Cl)c2)o1	x	-3	-3	x	12	2	-4	x	-8
CCN(CC)S(=O)(=O)c1ccc2c(c1)c(=O)c(C(=O)NCCCN(C)c1ccccc1)cn2C	101	x	x	92	7	x	x	93	x
Cc1c(C(=O)Nc2ccc(F)cc2)oc2ccc(S(=O)(=O)N3CCC4(CC3)OCCO4)cc12	90	-8	-1	33*	9	9	-11	67	23
O=C(CN1CCCCC1)N1CCCc2c1c(=O)oc1ccc(OCc3ccccc3)cc21	74	4	2	77	x	-5	-2	84	24
CCCCOC(=O)c1ccc(NC(=O)c2ocnc2C)cc1	98	-6	2	82	12	3	-3	110	16
O=C1CCCCC(=O)c2ccccc2N1	97	3	6	102	-1	-3	-12	99	-4
O=C(CN(Cc1ccco1)S(=O)(=O)c1cccs1)Nc1ccccc1C(F)(F)F	99	x	-7	96	13	x	-6	101	17
COC(=O)Cn1cnc2c(nnn2Cc2ccc(Cl)cc2)c1=O	106	-13	-5	98	-1	14	-6	100	26
O=C(Nc1ccc(F)cc1F)c1ccc(-n2cncn2)nc1	x	5	8	x	-2	-3	-3	x	5
COc1ccc(NC(=O)C2CCCN(S(=O)(=O)c3cccs3)C2)cc1OC (configuration not stated)	116	7	-5	80	8	-9	-5	94	-10
COCCNC(=O)CN(c1cccc(OC)c1)S(=O)(=O)c1ccc(C)cc1	99	x	x	96	13	x	x	96	x
CCN1CCN(C(=O)CCCn2c(C)c3cnn(-c4ccccc4)c(=O)c3c2C)CC1	102	-1	1	68	1	0	-2	108	3
Cc1ccc(-n2c(SCC(=O)NCc3cccs3)nnc2-c2ccoc2C)cc1	93	2	-2	50	0	-1	-2	99	-3
CC1CC(C)CN(C(=O)c2cc(-c3ccccn3)nc3ccccc23)C1 (configuration not stated)	95	-17	-12	45	10	14	-2	90	-26
CC(C)C[C@H](NC(=O)Nc1ccccc1F)C(=O)O	104	-5	-2	96	1	2	-1	98	-9
O=C1c2ccccc2C(=O)N1CC(=O)N1c2ccccc2Sc2ccccc21	x	4	-4	x	19	-2	0	x	-12
CC(CCc1ccccc1)NC(=O)CN1CCOc2ccccc21 (configuration not stated)	93	-14	0	94	x	13	-6	100	-10
O=C(CCc1nc(-c2ccccc2F)no1)Nc1ccc(Oc2ccccc2)cc1	60	-2	-4	29*	34*	3	0	32	-2
CC(=O)c1cc(C(c2csc(C(C)=O)c2)c2csc(C(C)=O)c2)cs1	105	5	2	40	x	-4	-7	87	0
COc1ccc(S(=O)(=O)c2ccc(O)cc2)cc1	105	-7	-1	95	3	4	-5	99	-2
O=C(NCc1ccco1)C12CN(Cc3ccccc3)CC1C(c1cccc([N+](=O)[O-])c1)=NO2 (configuration not stated)	x	-12	5	x	7	13	-4	x	-7
O=C(CSc1nnc(-c2ccccc2)o1)NCC1CCCCC1	100	32	15	101	11	-30	-5	98	9
CCOC(=O)C1=C(C)Nc2nc(SCc3cccnc3)nn2C1c1ccc(OC)cc1 (configuration not stated)	85	-1	3	71	5	3	-1	109	2
Cc1cc(C(=O)Nc2ccccc2C(F)(F)F)no1	108	18	2	95	2	-18	-4	101	-5
CCCCN1c2cc(C)c(O)cc2C(C(=O)OCC)C1C (configuration not stated)	102	-9	3	100	17	8	-11	100	4
C=CCn1c(SCC(=O)Nc2ccc3c(c2)OCCO3)nnc1-c1ccccn1	102	13	-9	102	-3	-14	-8	96	13
COc1ccc(C2=NCC(CSc3nnnn3C)S2)cc1 (configuration not stated)	98	-3	0	98	13	6	0	104	14
CCSc1ccccc1C(=O)NCc1ccc(S(N)(=O)=O)cc1	100	-2	1	82	8	5	1	92	7
O=C(O)CCCC(=O)Nc1ccccc1C(=O)O	108	12	-2	90	19	-13	-6	96	-5
O=c1[nH]c2cc3c(cc2cc1C(c1nnnn1CC1CCCO1)N1CCCCCC1)OCO3 (configuration not stated)	98	8	-5	93	5	-3	-7	92	4
Cc1ccc(NC(=O)COc2ccccc2)c(NC(=O)c2ccccc2C)c1	x	-1	4	x	x	4	-8	x	14
Cc1cccc(C)c1NC(=S)NN1CCN(C)CC1	x	5	2	x	1	-4	-3	x	-5
C=CCOc1ccc2cccc(/C=N/NC(=O)c3cc4cc([N+](=O)[O-])ccc4s3)c2c1	x	6	-1	x	5	-5	-1	x	-1
CCOC(=O)N1CCC(NC(=O)CCC(=O)N2CC(C)Oc3ccc(Cl)cc32)CC1 (configuration not stated)	97	0	-1	68	3	-1	-1	89	0
COc1cc(OC)cc(-c2nnc(Nc3nc4c(F)cccc4s3)o2)c1	72	-1	-5	44	5	-1	-4	67	-3
CCOCC(=O)Nc1c(C(=O)Nc2ccc(OC)cc2OC)oc2ccccc12	81	-4	-7	41	13	5	-5	69	-9
Cc1cc(N2CCN(C)CC2)nc2ccc(NC(=O)c3ccc(Br)o3)cc12	43*	x	x	4.2*	32*	x	x	8.2*	x
Cc1ccc(C)c(S(=O)(=O)N2CCN(C(=O)Cn3c(C(F)(F)F)nc4ccccc43)CC2)c1	96	-2	-15	58	7	2	-3	91	5
CC1(C)CC(NC(=O)CC2CCCCC2)CC(C)(C)N1	104	-9	5	82	-9	11	-2	90	-9
O=C(NCc1ccc2c(c1)OCO2)c1ccc(N2C(=O)C3CCCCC3C2=O)cc1 (configuration not stated)	99	24	0	97	10	-21	-1	94	2
COc1cc2c(cc1OC)CN(Cc1cccs1)CC2	93	x	x	99	6	x	x	92	x
Cc1ccc(S(=O)(=O)N/N=C\c2ccc3c(c2)OCO3)cc1	x	-7	-3	x	-4	10	-9	x	13
CC1CCCCN1c1nc(-c2ccncc2)nc2ccccc12 (configuration not stated)	80	-18	-19	41	73*	17	-3	88	-14
Cn1c(COc2ccccc2)nnc1SCC(=O)Nc1ccc(N2CCOCC2)c(Cl)c1	86	17	-2	95	2	-17	-2	100	-30
COc1ccc(N2C(=O)/C(=C/c3ccc([N+](=O)[O-])cc3)C=C2c2ccccc2)cc1	61	-19	-16	21*	8	19	-9	56	6

(continued)
SMILES	Lung fibro prol	sEH inh	PTPN22 act	H69AR inhibit	PostGolgi ctrl	sEH activator	S1P2 agonist	HUVEC prolif 384	S1P2 blocker
Cc1nn(-c2ccccc2)c2sc(C(=O)NC3CC3)cc12	90	-15	-12	95	10	15	5	91	-6
Cc1cc(N2CCC(C(=O)Nc3ccc(F)cc3)CC2)nc(-c2ccccc2)n1	99	71	-2	48	4	-71	-4	84	11
COCCCNC(=O)c1ccccc1SC	94	-7	11	90	-2	7	0	97	11
Cc1ccc(NC(=O)c2cc(S(=O)(=O)N3CCC4(CC3)OCCO4)ccc2F)cc1	98	25	4	96	-7	-25	-3	108	11
Cn1c(=O)cc(OCCCC(=O)Nc2cccnc2)c2ccccc21	102	-1	-9	79	6	-1	-8	89	3
Clc1cccc2sc(-c3nnc(-c4ccccc4)o3)c(Cl)c12	101	0	-4	84	x	5	-7	82	0
CC1Cc2ccccc2N1S(=O)(=O)c1cccc(C(=O)c2nccn2C)c1 (configuration not stated)	95	x	-4	71	21	x	-3	111	-1
CCc1cccc(CC)c1N(COC)C(=O)Cn1c(C(C)O)nc2ccccc21 (configuration not stated)	100	8	-10	84	-10	-9	-8	97	4
COc1ccc(C(=O)Nc2ccc(Cl)c(Cl)c2)c(OC)n1	81	4	-2	47	6	-4	-11	81	-115
Cn1c(SCC(=O)NCc2ccco2)nnc1-c1ccccc1	97	3	6	77	x	0	-4	96	8
COc1cc(CNn2c(C)n[nH]c2=S)cc(Cl)c1OCc1ccc(F)cc1	x	-1	-5	x	20	0	-3	x	-4
CS(=O)(=O)N(CC(=O)N1CCC(C(N)=O)CC1)c1ccc(Cl)c(C(F)(F)F)c1	99	5	-1	96	1	-3	1	96	-5
O=C(NCCCN1CCCC1=O)c1cccnc1	97	18	7	92	5	-17	-4	91	-3
Cc1cccc(C)c1NC(=O)C1CCCN(CCCc2ccccc2)C1 (configuration not stated)	104	10	-6	91	2	-8	-11	103	11
O=C(O)CSc1nnc(Cc2ccccc2)n1Cc1ccccc1	99	5	5	92	20	-2	-2	92	2
Cc1[nH]c(=O)c(C(=O)/C=C/c2ccccc2)c2c1CCCC2	x	-6	7	x	24	4	-5	x	22
CCN1C(=O)c2cccc3c(S(=O)(=O)Nc4ncccc4C)ccc1c23	x	-10	-6	x	6	10	0	x	-8
Cc1c(C#N)c2ncn(CCCN(C)C)c(=O)c2n1-c1ccccc1	106	1	-7	92	0	0	-1	122	-10

Already shown: an excerpt of the list.
SMILES	Lung fibro prol	sEH inh	PTPN22 act	H69AR inhibit	PostGolgi ctrl	sEH activator	S1P2 agonist	HUVEC prolif 384	S1P2 blocker
O=C(NCCCN1CCCC1=O)c1cccnc1	97	18	7	92	5	-17	-4	91	-3
Cc1cccc(C)c1NC(=O)C1CCCN(CCCc2ccccc2)C1 (configuration not stated)	104	10	-6	91	2	-8	-11	103	11
O=C(O)CSc1nnc(Cc2ccccc2)n1Cc1ccccc1	99	5	5	92	20	-2	-2	92	2
Cc1[nH]c(=O)c(C(=O)/C=C/c2ccccc2)c2c1CCCC2	x	-6	7	x	24	4	-5	x	22
CCN1C(=O)c2cccc3c(S(=O)(=O)Nc4ncccc4C)ccc1c23	x	-10	-6	x	6	10	0	x	-8
Cc1c(C#N)c2ncn(CCCN(C)C)c(=O)c2n1-c1ccccc1	106	1	-7	92	0	0	-1	122	-10

Screens deposited in PubChem BioAssay by several laboratories.

Not all compounds are listed (hit frequency here may not be typical).
